# Compound activity from PubChem.
# Salmonella PhoP GFP: PhoP-dependent GFP reporter repression – Salmonella Typhimurium, primary screen (AID 1863). S. Typhimurium PhoP-regulated promoter GFP reporter, 4 h; higher % means a stronger effect. one-dose inhibition, % at 50 µM; IC50 in µM for titrated hits. hit rate 0.16% among 300,000;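 active = inhibition over 29.93%, a cutoff 3 SD above the screen mean, later confirmed by dose response; inconclusive = inhibition over 29.93% but no dose response follow-up; inactive = inhibition at most 29.93% or unconfirmed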;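 also: 0% = low Mg2+ inducing control and 100% = high Mg2+ repressing control; strong numbers were not always called active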
# UTI89 phage lysis: protection from phage-mediated lysis, alamar blue read-out – E. coli UTI89, K1F phage, bacterial capsule biogenesis inhibitors (AID 488966); E. coli UTI89 K1F phage lysis, alamar blue, 2 h; higher % means a stronger effect; one-dose inhibition, % at 100 µM; IC50 in µM for titrated hits; hit rate 0.02% among 340,000;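 active = phage lysis inhibition, versus mean bacterial control, above a set limit; inconclusive = no clear call, values can overlap the other calls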;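 also: capsule biogenesis inhibitors block K1F phage lysis so surviving cells raise fluorescence; higher fluorescence means more inhibition of phage lysis; actives were called in the ten point dose series up to 300 µM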
# NTR1 agonist: agonists of NTR1, primary screen, imaging, U2OS cells, beta-arrestin-GFP, high content (AID 493036). NTR1-U2OS beta-arrestin-GFP spot imaging, agonist mode. P30989. hit rate 0.17% among 330,000. activation, % at 20 µM;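 active = activation at or above 40% of the spot to cytoplasm intensity ratio, with at least 20 cells analyzed; inconclusive = wells under 20 cells, flagged as cytotoxic or low count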;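 also: 0% = DMSO without peptide and 100% = 100 nM NTR1 peptide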
# Target sequence (P30989 whole entry, looked up): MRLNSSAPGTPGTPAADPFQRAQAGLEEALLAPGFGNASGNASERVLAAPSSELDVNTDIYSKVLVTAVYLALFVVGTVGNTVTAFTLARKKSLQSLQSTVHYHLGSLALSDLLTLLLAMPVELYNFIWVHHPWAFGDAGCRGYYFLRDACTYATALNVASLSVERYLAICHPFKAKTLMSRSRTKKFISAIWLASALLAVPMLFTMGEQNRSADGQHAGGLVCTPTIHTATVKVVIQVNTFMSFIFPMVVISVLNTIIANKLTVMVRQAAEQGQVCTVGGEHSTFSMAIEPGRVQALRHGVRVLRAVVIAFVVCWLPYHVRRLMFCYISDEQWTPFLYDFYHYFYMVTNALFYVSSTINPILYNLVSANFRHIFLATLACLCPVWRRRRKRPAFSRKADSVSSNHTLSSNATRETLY
# MgcRacGAP inhibition: MgcRacGAP GTPase-activating activity inhibitors, confirmation, biochemical, ADP Hunter fluorescence; MgcRacGAP-stimulated Rac1 GTP hydrolysis, ADP Hunter fluorescence; higher % means a stronger effect; GST-tagged Rac1 F28L mutant substrate; inhibition, % at 30 µM, or IC50 in µM where a hit was titrated; hit rate 0.6% among 340,000; AID 624330;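 active = first-screen hits whose inhibition reached a set limit at any dose in the follow-up dose series; inconclusive = inhibition above the set first-screen limit but never retested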;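 also: fluorescence reports GDP produced by GAP-driven GTP hydrolysis; strong numbers were not always called active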
# TNAP activators: stimulation of alkaline phosphatase TNAP activity – biochemical, luminescent, no phosphate acceptor, uHTS, primary screen (AID 1001) | purified TNAP, luminescent activation assay, no phosphate acceptor; higher activation fold means a stronger effect | activation fold at 20 µM, or EC50 in µM where a hit was titrated | hit rate 0.03% among 200,000; in the data active = activation fold from about 3, or a potency from the dose series; inactive = the rest, 99 in 100 with activation fold below about 1.6; also: many of its hits are not listed in these tables
# RSV CPE inhibition: RSV antiviral activity via CPE protection, HEp-2 cells, primary 10 µM value included (AID 2391). HEp-2 cells, RSV-induced CPE inhibition; higher % means a stronger effect. CPE inhibition, % at 10 µM, or IC50 in µM where a hit was titrated. hit rate 0.13% among 310,000; in the data active = a potency from the dose series; inconclusive = CPE inhibition mostly from about 23% at the one dose, without a potency; inactive = the rest, 99 in 100 with CPE inhibition below about 21%; also: strong numbers were not always called active
# Myeloid diff 2: compounds promoting myeloid differentiation. ER-HoxA9 myeloid progenitors, lysozyme-GFP differentiation, flow cytometry. AID 624256. calls only at 10 µM. hit rate 1% among 360,000;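 active = normalized GFP-positive differentiation at or above the plate's own cutoff, the solvent-only control mean plus 3 SD; inconclusive = no clear call, values can overlap the other calls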;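 also: cells exposed to compound for four days before flow analysis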
# T cell HTS: modulates CD8 T cell binding to vesicles; hit rate 0.068% among 330,000; 2C CD8+ T cell-vesicle binding, flow cytometry; stronger effect = lower value; calls only at 7 µM;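 active = response, share of CD8 T cells binding vesicles, and their 90th percentile fluorescence all below set limits, cut at about 80% in these data, passing the limit was not always enough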
#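 material = purified 2C TCR transgenic mouse naive CD8+ T cells | controls = Unloaded micro-vesicles (low), QL9 vesicles with 0.7% DMSO (high) | detection = cytometric PE anti-B7-1 and Alexa647 anti-CD8 signals after 1% paraformaldehyde fixation | incubation = binding step 1.5 h, 37 °C, antibody labelling 20 min, ice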
# Large T inhibition: TAg ATPase/helicase activity blockers – biochemical (AID 1903). SV40 large T antigen ATPase/helicase inhibition assay; higher % means a stronger effect. one-dose inhibition, % at 20 µM; IC50 in µM for titrated hits. hit rate 0.39% among 310,000; in the data active = a potency from the dose series; inconclusive = inhibition mostly from about 32% at the one dose, without a potency; inactive = the rest, 99 in 100 with inhibition below about 32%; also: strong numbers were not always called active
# T cell HTS vesicle-bound %: recorded beside T cell HTS, whose call it bears; double positive events, %; measured here: CD8+ vesicle-bound cell fraction;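 binding gate set so that unloaded-vesicle control wells show 10% double positive cells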
# NTR1 agonist cell count 20 µM: also measured in NTR1 agonist; calls as there; cell count; measured here: cell count, cytotoxicity flag
# Myeloid diff 2 GFP+ MAC1+ %: second read-out of Myeloid diff 2, no call of its own (marks repeat the call); GFP+ MAC1+ double positive, %; measured here: differentiation confirmed by MAC1 staining
# * hit, by the source's call; i = inactive; ? = inconclusive; / = not tested or not shown; + = active, no number; [ ] = another dose, or the depositor's remark.
SMILES,Salmonella PhoP GFP,UTI89 phage lysis,NTR1 agonist,NTR1 agonist cell count 20 µM,MgcRacGAP inhibition,TNAP activators,RSV CPE inhibition,Myeloid diff 2,Myeloid diff 2 GFP+ MAC1+ %,T cell HTS,T cell HTS vesicle-bound %,Large T inhibition
O=C(O)CNC(=O)c1ccc(Sc2ccccc2)c([N+](=O)[O-])c1,1%,0.0%,0.4,63,2%,1.1,-0.5%,i,0.7,i,61,7%
COc1cc(C(=O)NCCCN2CCCC2=O)cc(Br)c1OCc1ccccc1,/,-0.5%[50 µM],-2.6,49,1%,/,-0.1%,i,2.1,i,34,/
CC1CCCC(NC(=O)c2ccc3c(SCC(=O)O)c4c(nc3c2)CCC4)C1C (centres undefined),0%,-0.2%,0.7,50,-3%,/,-0.1%,i,0.5,i,38,4%
CCN(CC)S(=O)(=O)c1cc(NC(=O)NCCCl)ccc1C,-5%,-0.8%[50 µM],0.7,53,-10%,/,6.0%,i,2.0,i,25,4%
O=C(C1=NN(c2ccccc2)C(=O)CC1)N1CCc2ccccc2C1,-4%,3.5%,1.4,48,12%,/,2.2%,i,1.6,i,1,8%
O=C1OCCN1C(=O)[C@H]1[C@H](c2ccc(F)cc2)C(c2ccc(F)cc2)=NN1c1ccc(Br)cc1,6%,0.0%,7.6,86,13%,1.1,0.1%,i,1.4,i,18,4%
CCOC(=O)C(C(=O)OCC)C(C)C#CCN1CCCCC1 (centres undefined),0%,0.0%,1.9,49,11%,1.1,0.0%,i,1.0,i,18,/
CCOC(=O)/C(=C\C=C1/Sc2cc(OCC)c(OCC)cc2N1CC)C(C)=O,-37%,0.9%[50 µM],/,/,5%,0.6,10%,+,26*,i,53,16%
CCn1c(CN2CCOCC2)nnc1SCC(=O)Nc1ccccc1Cl,4%,0.2%,3.8,44,6%,/,1.1%,i,0.1,i,10,22%
Cc1cc(NS(C)(=O)=O)c(=O)n(Cc2cccc(F)c2)c1,/,0.1%,1.3,60,7%,/,/,i,0.4,/,/,/
Cc1ccc(NC(=O)CNC(=O)c2ccco2)cc1Cl,-5%,0.1%,0.6,58,-1%,/,2.0%,i,0.1,i,54,7%
O=C(COC(=O)c1cc(S(=O)(=O)N2CCOCC2)ccc1F)NCc1ccc2c(c1)OCO2,/,1.0%,5.7,38,2%,/,/,i,0.3,i,38,/
COc1ccc(NC(=O)Nc2cccc3c2O[C@H](CN(C)S(=O)(=O)c2c(C)noc2C)[C@@H](C)CN([C@H](C)CO)C3=O)cc1,/,0.1%,2.5,50,7%,/,/,i,1.3,i,10,/
Cc1ccc(Nc2nnc(SCc3cc(=O)n4ccsc4n3)s2)c(C)c1,-15%,1.2%,-2.8,68,7%,1.1,12%,i,1.3,i,20,10%
COc1ccc(/C(N)=N/OC(=O)c2ccc3c(c2)OCO3)cc1OC,-10%,-0.1%,2.7,56,2%,1.1,-0.5%,i,1.1,i,32,-3%
Cc1ccc(-c2noc(CCCc3ccccc3)n2)cc1,1%,-0.1%,1.2,61,-3%,1.1,2.4%,i,0.0,i,3,2%
COc1cc(OC)cc(N(C(=O)CNC(=O)c2cccs2)C(C(=O)NCC2CCCO2)c2ccccc2)c1 (centres undefined),-1%,0.1%,1.7,41,4%,/,1.1%,i,0.8,i,29,11%
FC(F)(F)c1ccc(/C=N/n2c(COc3ccccc3)n[nH]c2=S)cc1,8%,0.1%,-0.7,49,8%,/,22%,i,0.6,i,40,9%
Cc1ccc(-n2c(Cc3noc4ccccc34)n[nH]c2=S)cc1,-14%,0.2%,0.3,58,1%,1.1,0.6%,i,0.5,i,46,6%
CS(=O)(=O)Nc1ccccc1C(=O)NCCSc1ccccc1,-5%,0.9%,1.7,76,4%,/,1.9%,i,0.7,i,70,11%
Cc1cc(OCCOCCN(C)C)ccc1Cl,10%,-1.8%,-0.5,45,10%,1.1,-0.2%,i,0.4,i,46,-3%
CCCN=C1N(C)C[C@@H]2[C@@H]3C(=O)N(C)C(=O)[C@@H]3[C@](CC)(C(=O)OC)N12,/,0.2%,0.1,71,12%,/,/,i,1.1,/,/,/
Cc1cccc(N2CCN(C(=O)CN(C)S(=O)(=O)c3ccc4c(c3)CCC(=O)N4)CC2)c1C,-5%,1.8%,1.3,43,12%,1.2,-1.5%,i,2.5,i,40,6%
Brc1ccccc1-c1nnc2sc(-c3ccc4c(c3)OCCO4)nn12,-7%,0.9%[50 µM],1.5,46,2%,1.1,3.9%,i,2.5,i,43,9%
CNC(=O)/C(=C\c1cccc(Oc2ccccc2)c1)NC(=O)c1ccccc1,6%,-0.1%[50 µM],-1.2,71,4%,1,-0.2%,i,0.4,i,11,10%
CN(C)S(=O)(=O)c1cccc(NC(=O)COC(=O)c2cccn2C)c1,3%,0.2%,-0.9,66,9%,1.1,3.6%,i,0.0,i,53,11%
COc1ccc(CCNC(=O)c2cccc(S(=O)(=O)NC(C)c3ccccc3)c2)cc1 (centres undefined),/,0.3%[50 µM],-0.4,90,5%,/,0.3%,i,0.5,i,6,/
COc1ccc(OC)c(C(=O)NC2CCSc3ccccc32)c1 (centres undefined),-3%,0.0%,-1.2,51,7%,/,5.2%,i,1.1,i,32,11%
Cc1nn(-c2ccc(Cl)cc2)c(=O)c2c(C)noc12,-2%,-0.3%,0.7,50,9%,/,1.9%,i,0.7,i,32,18%
CCC1(C)Cc2c(sc3c2c(=O)n(C)c2nnc(SCc4ccccc4)n32)CO1 (centres undefined),-2%,4.1%,5.6,92,1%,1,-1.6%,i,0.7,i,15,15%
O=C(CN1C(=O)NC2(CCc3ccccc32)C1=O)NCc1ccc(F)cc1 (centres undefined),/,0.7%[50 µM],-1.0,49,1%,/,/,i,1.1,/,/,/
CN1C(=S)SC(N(O)C(=O)Nc2cccc3ccccc23)C1(C)C (centres undefined),3%,0.0%,-1.2,48,9%,1.1,2.2%,i,0.9,i,33,9%
COc1cc(C(=O)OCCNC(=O)c2ccncc2)cc(OC)c1OC,12%,2.4%,5.9,59,2%,1.6,1.4%,i,0.6,i,32,16%
CCOc1c(Cl)cc(CNCc2ccccn2)cc1OC,4%,0.4%,0.9,68,9%,1.1,0.1%,i,0.2,i,50,3%
O=C(Nc1cccc(Cl)c1N1CCOCC1)c1ccc([N+](=O)[O-])o1,-3%,-0.2%,7.3,50,7%,/,2.5%,i,1.6,i,11,21%
Cc1ccc(CS(=O)(=O)CCC(=O)NCc2cccs2)cc1,1%,0.6%,-0.7,53,0%,0.9,-0.6%,i,13,i,23,4%
O=C1CCCN1CC1CCN(Cc2nc(CC3CC3)no2)CC1,1%,0.4%,1.4,39,8%,1.1,11%,i,0.3,i,24,6%
CSCCC(NS(=O)(=O)c1ccccc1F)C(=O)Nc1cccc(C)n1 (centres undefined),1%,0.4%[50 µM],-0.5,66,-1%,/,2.1%,i,4.2,i,25,10%
O=C(CSc1nc2c(sc3ccccc32)c(=O)n1CCO)NCC1CCCO1 (centres undefined),-6%,2.6%,-1.3,89,4%,1.2,1.6%,i,0.7,i,5,8%
Cc1cc(C)c2cc(C#N)c(NCCNC(=S)NCCCN3CCOCC3)nc2c1,3%,0.2%,-0.9,29,10%,1.1,4.4%,i,0.0,i,42,7%
Cc1ccc(Nc2nc(C)c(CCC(C)C)c(=O)[nH]2)cc1,-2%,0.3%,3.8,50,12%,1,5.9%,i,0.5,i,42,1%
NC(=O)c1ccsc1NC(=O)CCS(=O)(=O)c1ccc(F)cc1,-3%,1.7%[50 µM],-1.0,58,4%,/,-2.1%,+,4.8*,i,50,9%
O=C(NCC1CCCO1)C(c1cccs1)N(Cc1ccccc1)C(=O)c1ccc(-c2ccccc2)[nH]1 (centres undefined),3%,1.1%,4.6,58,7%,1.1,7.5%,i,0.2,i,35,11%
CC(C)(C)NC(=O)CSCc1c(Cl)cccc1Cl,-10%,6.1%[50 µM],-0.6,37,8%,1.1,0.3%,i,1.2,i,5,3%
COc1ccc2nc(NC(=O)CN(c3ccc(C)cc3)S(=O)(=O)c3c(C)nn(C)c3C)sc2c1,15%,1.7%,1.2,49,6%,1,8.6%,i,1.0,i,20,0%
COc1ccc2nc(NNC(=O)C3COc4ccccc4O3)sc2c1 (centres undefined),-9%,-0.1%,-0.2,95,7%,2,5.6%,i,3.2,i,35,23%
COc1cccc(-n2nc(C(=O)N3CC(C)CC(C)C3)c3ccccc3c2=O)c1 (centres undefined),-2%,7.1%,0.7,78,5%,1.1,0.6%,i,1.4,i,28,7%
CCNc1nc(Oc2ccc(=O)n(-c3ccccc3)n2)nc(N(C)C)n1,5%,1.3%,0.5,54,9%,1.1,1.2%,i,0.7,i,52,2%
Cc1csc(=O)n1CCC(=O)OCC(=O)NCc1ccc(Cl)cc1Cl,-6%,0.8%[50 µM],-0.6,61,3%,/,-0.8%,i,1.6,i,34,10%
Fc1ccccc1CNc1nc(-c2cccnc2)nc2ccccc12,1%,-1.0%,6.1,53,-2%,/,?,i,3.0,i,19,12%
CCCCc1cc(C)c(S(=O)(=O)c2ccccc2C)c(=O)[nH]1,0%,0.3%,-1.7,96,6%,/,0.9%,i,0.5,i,54,9%
Cc1ccc(Cc2cnc(N)s2)o1,-11%,-0.1%,-0.4,51,12%,1,0.9%,i,4.7,i,9,23%
